High-throughput results as filed in PubChem.
dFosB activator: activators of mouse delta FosB homodimer; P13346; purified delta FosB, TAMRA-CDK5 oligo fluorescence polarization; percent of positive-control signal above neutral wells; activation, % at 25 µM; actives 0.99% (n = 340,000); AID 493131;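 active = mean activation above about 17%, with every replicate also reaching it, limit read from the data, passing the limit was not always enough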;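 also: fluorescence polarization rise as delta FosB binds a TAMRA Cdk5 AP-1 oligo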
Target sequence (P13346 whole entry, looked up): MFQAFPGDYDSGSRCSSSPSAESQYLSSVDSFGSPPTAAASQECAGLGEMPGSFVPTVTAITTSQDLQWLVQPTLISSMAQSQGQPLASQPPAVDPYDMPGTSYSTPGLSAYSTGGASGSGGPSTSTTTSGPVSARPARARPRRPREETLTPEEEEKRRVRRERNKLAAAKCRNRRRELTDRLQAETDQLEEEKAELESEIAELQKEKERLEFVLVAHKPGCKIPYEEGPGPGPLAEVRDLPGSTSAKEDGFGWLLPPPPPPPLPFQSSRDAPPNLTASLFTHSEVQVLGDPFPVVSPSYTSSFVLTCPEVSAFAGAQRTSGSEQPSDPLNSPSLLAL
SR-BI uptake up: enhances SR-BI lipid uptake from DiI-HDL | CHO ldlA[mSR-BI] cells, DiI-HDL uptake fluorescence, 3 h; 100 = double the neutral-control signal | activation, % at 12.5 µM | actives 0.096% (n = 320,000) | AID 504775;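 active = mean replicate activation of at least 60% and every replicate at or above 60%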;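 also: 0% = median plate neutral-control signal and 100% = twice that signal; values of inactives mirror those of a sister screen read the other way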
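Material: SR-BI-overexpressing, LDLR-lacking CHO cells; schedule: compound exposure 3 h, 37 °C; reagent: DiI-labelled HDL at 10 µg/mL final; technique: bottom-read fluorescence, 550/595 nm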
CDK5 inh: inhibitors of human CDK5/p35 kinase. Recombinant CDK5/p35, ADP-Glo luminescence, 60 min. inhibition, % at 10 µM. actives 0.01% (n = 330,000). AID 488839;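 active = highest replicate inhibition of at least 50% and at least 75% of replicates reaching 50%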;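 also: plate controls were DMSO neutral control for no effect and GW8510 at 10 µM for full effect; many of its hits are not listed in these tables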
SR-BI DiI inh: mouse SR-BI HDL lipid transfer inhibition | Q61009 | ldlA[mSR-BI] CHO cells, DiI-HDL uptake fluorescence, 3 h | inhibition, % at 12.5 µM | actives 0.96% (n = 320,000) | AID 488896;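 active = mean replicate inhibition of at least 70% and a set share of replicates each scoring 70 or more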;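 also: 0% = median of neutral control wells and 100% = median of positive control wells; values of inactives mirror those of a sister screen read the other way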
SUMO Mot1 rescue: inhibitors of SUMOylation pathway: yeast Mot1-301 growth rescue | S. cerevisiae Mot1-301 growth rescue, ATP luminescence, 38.5C; percent above DMSO median, 100 means doubled | growth rescue, % at 18.8 µM | actives 1% (n = 320,000) | AID 2716;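 active = every valid replicate shows activation above 250% relative to neutral control wells; inactive = the rest, any valid replicate at or below 250%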;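 also: OY570 slx delta 5 strain wells were the positive control but not used for scaling; some compounds called inactive have numbers as strong as hits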
MITF act: activators of MITF-driven TRPM1 promoter activity in SK-MEL-5 cells. SK-MEL-5 TRPM1-promoter luciferase, 24 h; % of positive control, neutral wells = 0. activation, % at 12.5 µM. actives 0.75% (n = 300,000);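 active = mean activation of at least 80% with every replicate also reaching 80%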;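 also: 0% = neutral control wells and 100% = parthenolide positive control wells; values of inactives mirror those of a sister screen read the other way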
NSD2 inh: NSD2 (human) methyltransferase inhibition; O96028; NSD2 peptide methylation, AlphaScreen, 120 min; inhibition, % at 12.5 µM; actives 0.54% (n = 310,000); in the data active = inhibition above about 50%
PKA-R2B act: activates the human PKA-R2B holoenzyme complex; PKA-R2B holoenzyme dissociation, Cy5-IP20 fluorescence polarization; R2B truncated from residue 108, S112A mutant; 0% DMSO only, 100% 113 µM cGMP; activation, % at 11.4 µM; AID 504700; P22694+P31323; actives 0.079% (n = 340,000);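 active = activation above a cutoff set at the mean over all compounds plus 3 SD, cut at about 18% in these data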;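 also: higher means more holoenzyme dissociation and a rise in polarization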
Target sequence (P31323 whole entry, looked up, other chains not shown, the tested form may be a part): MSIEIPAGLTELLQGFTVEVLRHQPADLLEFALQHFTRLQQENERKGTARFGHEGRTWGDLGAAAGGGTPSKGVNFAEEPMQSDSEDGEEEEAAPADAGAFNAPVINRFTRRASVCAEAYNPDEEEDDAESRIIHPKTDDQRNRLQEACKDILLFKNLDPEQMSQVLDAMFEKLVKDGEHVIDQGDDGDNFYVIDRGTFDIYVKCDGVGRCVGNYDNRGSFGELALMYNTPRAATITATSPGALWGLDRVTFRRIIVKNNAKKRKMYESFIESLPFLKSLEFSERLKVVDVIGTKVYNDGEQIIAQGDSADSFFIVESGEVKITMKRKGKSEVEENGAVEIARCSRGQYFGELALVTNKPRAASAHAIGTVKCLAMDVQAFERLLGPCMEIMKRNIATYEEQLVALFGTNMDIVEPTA
Pemphigus Ab inh: human desmoglein-3 autoantibody binding inhibition | P32926 | DSG3-coupled beads, scFv-anti-DSG3-GFP binding, flow cytometry; active compounds read low | binding (percent of control), % at 10 µM | actives 0.48% (n = 310,000) | AID 588358;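 active = binding more than 3 SD below its plate's average and above zero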;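 also: hits lower antibody fragment binding to DSG3; some compounds called inactive have numbers as strong as hits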
Arrestin-AP2 inh: human beta-arrestin and AP2 interaction inhibition. AID 504490. FITC-arrestin peptide / GST-AP2 beads, flow cytometry; AP2 beta2 appendage carries R879A mutation. actives 0.31% (n = 340,000). inhibition, % at 10 µM;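 active = inhibition above a set limit, near 3 SD of compounds lacking own fluorescence, cut at about 54% in these data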;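 also: plate controls were DMSO wells for no effect and 5 µM unlabelled arrestin peptide for full effect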
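System: GST-AP2 R879A glutathione beads; medium: PBS, Tween 20 0.05%, BSA 0.1%; reagent: fluorescein-tagged arrestin peptide at 50 nM final; schedule: pre-incubation 12 min, peptide binding 1 h, room temperature; detection: flow cytometry, FL1 (488/535 nm); read-out: inhibition as reduced fluorescein signal on beads, percent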
PKA-R1A act: activators of PKA-R1A complex; activation, % at 11.4 µM; actives 0.083% (n = 340,000); P00514+P68181; AID 504707; PKA-R1A dissociation, Cy5-IP20 fluorescence polarization; scaled: DMSO 0%, 113 µM cGMP 100%;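 active = percent activation above the mean of all tested compounds plus 3 SD, cut at about 19% in these data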;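 also: higher means more PKAc released from R1A so a rise in polarization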
Numbers without * were called inactive.

For COc1ccc(N=C2NC(=O)/C(=C/c3ccc(O)c(OC)c3)S2)cc1 the results were dFosB activator -14, SR-BI uptake up -47, CDK5 inh 0.2, SR-BI DiI inh 47, SUMO Mot1 rescue 109, MITF act 8, NSD2 inh 2, PKA-R2B act -2, Arrestin-AP2 inh 0 and PKA-R1A act -2.
Cc1ccc(S(=O)(=O)N2CCCC2)cc1C(=O)NC1CCCCC1 was read as dFosB activator -3, CDK5 inh -1.0, SR-BI DiI inh -11, SUMO Mot1 rescue 1, MITF act 7, NSD2 inh -1, PKA-R2B act 0, Pemphigus Ab inh 107, Arrestin-AP2 inh 31 and PKA-R1A act -3.
CCn1c(SCC(=O)N/N=C/c2c[nH]c3ccccc23)nnc1-c1ccc(C(C)(C)C)cc1 was read as dFosB activator -7, SR-BI uptake up -51, CDK5 inh 0.3, SR-BI DiI inh 51, SUMO Mot1 rescue -11, MITF act 0, NSD2 inh 0, PKA-R2B act 2, Pemphigus Ab inh 98, Arrestin-AP2 inh 4 and PKA-R1A act -4.
For CCN1C(=O)[C@H]2[C@@H](c3ccc(C)cc3)N3C(=O)N(c4ccc(C)cc4)C(=O)[C@@]3(C)[C@H]2C1=O the results were dFosB activator -5, SR-BI uptake up 13, CDK5 inh 0.4, SR-BI DiI inh -13, SUMO Mot1 rescue -11, MITF act -1, PKA-R2B act -18, Pemphigus Ab inh 96, Arrestin-AP2 inh -5 and PKA-R1A act -15.
Screening O=C(N/N=C/C=C/c1ccco1)c1ccccc1Cl returned dFosB activator -6, SR-BI uptake up -4, CDK5 inh 1.1, SR-BI DiI inh 4, SUMO Mot1 rescue -25, MITF act 7, NSD2 inh 15, PKA-R2B act -11, Pemphigus Ab inh 101, Arrestin-AP2 inh 15 and PKA-R1A act -11.
For COC(=O)c1cc(NC(=O)c2c(-c3ccccc3)noc2C)ccc1N1CCOCC1 the results were dFosB activator -5, SR-BI uptake up -12, CDK5 inh 0.3, SR-BI DiI inh 12, SUMO Mot1 rescue -1, MITF act 10, NSD2 inh -1, PKA-R2B act -11, Pemphigus Ab inh 100, Arrestin-AP2 inh 1 and PKA-R1A act -10.
Screening CC(=O)N1c2ccc(S(=O)(=O)N3CCC(C(=O)Nc4cc(C)ccn4)CC3)cc2CC1C (configuration not stated) returned dFosB activator -10, SR-BI uptake up -8, CDK5 inh 0.4, SR-BI DiI inh 8, SUMO Mot1 rescue -5, MITF act -2, NSD2 inh 2, PKA-R2B act 0, Arrestin-AP2 inh -7 and PKA-R1A act -6.
`Cc1ccc(SCC(=O)NCC2COc3ccccc3O2)cc1` (configuration not stated) gave dFosB activator 3, SR-BI uptake up 17, CDK5 inh 2.5, SR-BI DiI inh -17, SUMO Mot1 rescue 18, MITF act -10, NSD2 inh -5, PKA-R2B act -11, Pemphigus Ab inh 98, Arrestin-AP2 inh -2 and PKA-R1A act 1.
For O=C(O)COc1ccc(C(=O)c2ccccc2)cc1 the results were dFosB activator -1, CDK5 inh 0.5, SUMO Mot1 rescue -15, MITF act -6, NSD2 inh 1, PKA-R2B act -7, Pemphigus Ab inh 107, Arrestin-AP2 inh 0 and PKA-R1A act -13.
For COc1cccc(-c2noc(CCC(=O)NC3CCCC3)n2)c1 the results were dFosB activator 2, SR-BI uptake up 1, CDK5 inh 2.7, SR-BI DiI inh -1, SUMO Mot1 rescue 12, MITF act 14, NSD2 inh -2, PKA-R2B act 8, Pemphigus Ab inh 114, Arrestin-AP2 inh -9 and PKA-R1A act 3.
Fc1ccc(C(CCNCc2ccccn2)c2ccc(Cl)cc2)cc1 (configuration not stated) was read as dFosB activator -10, SR-BI uptake up 25, CDK5 inh -0.2, SR-BI DiI inh -25, SUMO Mot1 rescue 6, MITF act 1, NSD2 inh 2, PKA-R2B act 7, Pemphigus Ab inh 104, Arrestin-AP2 inh 8 and PKA-R1A act 5.
Screening CCS(=O)(=O)N1CCC(C(=O)NCc2ccc(F)cc2)CC1 returned dFosB activator -14, SR-BI uptake up 26, CDK5 inh -1.8, SR-BI DiI inh -26, SUMO Mot1 rescue 6, MITF act -1, NSD2 inh 0, PKA-R2B act -21, Pemphigus Ab inh 96, Arrestin-AP2 inh 9 and PKA-R1A act -5.
O=[N+]([O-])c1ccc(/C=N/n2cn[nH]c2=S)cc1 was read as dFosB activator 3, SR-BI uptake up 38, CDK5 inh 0.7, SR-BI DiI inh -38, SUMO Mot1 rescue -7, MITF act 4, NSD2 inh -4, PKA-R2B act -1, Pemphigus Ab inh 90, Arrestin-AP2 inh 3 and PKA-R1A act -11.
`Cc1cc(C(=O)NNC(=O)Cc2ccc(Cl)cc2)c(C)o1` gave dFosB activator 1, SR-BI uptake up 8, CDK5 inh 1.0, SR-BI DiI inh -8, SUMO Mot1 rescue -9, MITF act -1, NSD2 inh 0, PKA-R2B act 4, Pemphigus Ab inh 102, Arrestin-AP2 inh 27 and PKA-R1A act 12.
COc1ccc(C(CNC(=O)COc2ccc(F)cc2Br)N2CCCC2)cc1 (configuration not stated) was read as dFosB activator -5, SR-BI uptake up 10, CDK5 inh 1.4, SR-BI DiI inh -10, MITF act 11, NSD2 inh 4, PKA-R2B act -5, Pemphigus Ab inh 101, Arrestin-AP2 inh 39 and PKA-R1A act -6.
Screening COc1ccc2cc3cc(C(=O)NCCN4CCN(Cc5ccccc5)CC4)oc3nc2c1 returned dFosB activator -32, SR-BI uptake up -37, CDK5 inh -0.5, SR-BI DiI inh 37, SUMO Mot1 rescue 150, MITF act 14, NSD2 inh 1, PKA-R2B act 3, Pemphigus Ab inh 83, Arrestin-AP2 inh -6 and PKA-R1A act -12.
`Fc1ccc(COc2ccccc2CNc2nn[nH]n2)cc1` gave dFosB activator 1, SR-BI uptake up -1, CDK5 inh 1.5, SR-BI DiI inh 1, SUMO Mot1 rescue 24, MITF act -7, NSD2 inh -1, PKA-R2B act -2, Pemphigus Ab inh 102, Arrestin-AP2 inh -13 and PKA-R1A act -4.
CC(C)CC1Nc2ncnc(N3CCCCC3)c2N(Cc2ccccc2)C1=O (configuration not stated) was read as dFosB activator -5, SR-BI uptake up -6, CDK5 inh -1.6, SR-BI DiI inh 6, SUMO Mot1 rescue 65, MITF act -9, PKA-R2B act 6, Pemphigus Ab inh 107, Arrestin-AP2 inh -3 and PKA-R1A act -12.
`Nc1nc(SCc2ccccn2)c2ncn(C3OC(CO)C(O)C3O)c2n1` (configuration not stated) gave dFosB activator -6, SR-BI uptake up -14, CDK5 inh 0.4, SR-BI DiI inh 14, MITF act 0, NSD2 inh 0, PKA-R2B act 1, Pemphigus Ab inh 112, Arrestin-AP2 inh 1 and PKA-R1A act -11.
For CCOc1ccc(NC(=O)c2ccccc2SC)cc1 the results were dFosB activator 3, CDK5 inh 0.3, SUMO Mot1 rescue 15, MITF act 75, NSD2 inh 0, PKA-R2B act -10, Pemphigus Ab inh 101, Arrestin-AP2 inh 3 and PKA-R1A act 13.

Taken from the listing (4 entries):
For O=C(O)COc1ccc(C(=O)c2ccccc2)cc1 the results were dFosB activator -1, CDK5 inh 0.5, SUMO Mot1 rescue -15, MITF act -6, NSD2 inh 1, PKA-R2B act -7, Pemphigus Ab inh 107, Arrestin-AP2 inh 0 and PKA-R1A act -13.
For COc1cccc(-c2noc(CCC(=O)NC3CCCC3)n2)c1 the results were dFosB activator 2, SR-BI uptake up 1, CDK5 inh 2.7, SR-BI DiI inh -1, SUMO Mot1 rescue 12, MITF act 14, NSD2 inh -2, PKA-R2B act 8, Pemphigus Ab inh 114, Arrestin-AP2 inh -9 and PKA-R1A act 3.
Fc1ccc(C(CCNCc2ccccn2)c2ccc(Cl)cc2)cc1 (configuration not stated) was read as dFosB activator -10, SR-BI uptake up 25, CDK5 inh -0.2, SR-BI DiI inh -25, SUMO Mot1 rescue 6, MITF act 1, NSD2 inh 2, PKA-R2B act 7, Pemphigus Ab inh 104, Arrestin-AP2 inh 8 and PKA-R1A act 5.
Screening CCS(=O)(=O)N1CCC(C(=O)NCc2ccc(F)cc2)CC1 returned dFosB activator -14, SR-BI uptake up 26, CDK5 inh -1.8, SR-BI DiI inh -26, SUMO Mot1 rescue 6, MITF act -1, NSD2 inh 0, PKA-R2B act -21, Pemphigus Ab inh 96, Arrestin-AP2 inh 9 and PKA-R1A act -5.

New compounds follow
COC(=O)C1=C(C)N(CCCC(=O)O)C(=O)NC1c1ccc(OC)cc1 (configuration not stated) was read as dFosB activator 8, SR-BI uptake up 31, CDK5 inh 2.2, SR-BI DiI inh -31, SUMO Mot1 rescue 7, MITF act -1, PKA-R2B act 8, Pemphigus Ab inh 101, Arrestin-AP2 inh -1 and PKA-R1A act 0.
Screening Cc1c(NC(=O)C2CCCN(S(=O)(=O)c3cnc[nH]3)C2)c(=O)n(-c2ccccc2)n1C (configuration not stated) returned dFosB activator -9, SR-BI uptake up 8, CDK5 inh 1.1, SR-BI DiI inh -8, SUMO Mot1 rescue -17, MITF act -2, PKA-R2B act -3, Pemphigus Ab inh 103, Arrestin-AP2 inh -3 and PKA-R1A act -6.
Screening Cc1cccc(C(=O)OCC(=O)N2CCCCCC2)c1 returned dFosB activator -3, SR-BI uptake up -7, CDK5 inh -1.6, SR-BI DiI inh 7, SUMO Mot1 rescue 22, MITF act 25, NSD2 inh 1, PKA-R2B act 0, Pemphigus Ab inh 113, Arrestin-AP2 inh -4 and PKA-R1A act -3.
For COc1cc(CCCN2CCNC[C@@H]2CC2CCCCC2)cc(OC)c1OC the results were dFosB activator 4, SR-BI uptake up 43, CDK5 inh 3.1, SR-BI DiI inh -43, SUMO Mot1 rescue -8, MITF act -9, PKA-R2B act -12, Pemphigus Ab inh 99, Arrestin-AP2 inh -1 and PKA-R1A act 11.
